Arr AP2 block – inhibitors of beta-arrestin/AP2 binding, primary screen, biochemical, GPCR trafficking, flow cytometry | beta-arrestin 1 C-terminal peptide binding to AP2 beta2-adaptin appendage (human) | FITC-arrestin peptide / GST-AP2 beads; AP2 beta2 appendage carries R879A mutation | inhibition, % at 10 µM | 340,000 compounds, 0.31% hits | AID 504490, 2011;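 active means inhibition above a set limit, near 3 SD of compounds lacking own fluorescence, cut at about 54% in these data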;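 further: plate controls were DMSO wells for no effect and 5 µM unlabelled arrestin peptide for full effect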
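System: GST-tagged AP2 beta2-adaptin appendage (R879A) on 4 µm glutathione beads / Reagent: FITC-arrestin peptide, 50 nM / Detection: HyperCyt-sampled flow cytometry, FL1 channel, ex 488/em 535 nm / Timing: 12 min plus 1 h, RT / Buffer or medium: PBS plus Tween 20 (0.05%) and BSA (0.1%)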
OPRM1-OPRD1 inv – inverse agonists of MOR-DOR heterodimerization, primary screen, cell-based, luminescence; AID 504357, 2011; inhibition, % at 9.3 µM; 340,000 compounds, 0.21% hits; cell-based MOR-DOR heterodimer luminescence, inverse agonism; in the data active means inhibition above about 22%, passing the limit was not always enough;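 further: 0% = cells with DMSO and 100% = wells without cells with DMSO; values of inactives mirror those of a sister screen read the other way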
Wnt bcat act – Wnt/beta-catenin pathway activators, primary screen, cell-based, plate reader, single point. activation, % at 9.35 µM. Wnt/beta-catenin reporter cell assay, activator. 300,000 compounds, 1.2% hits. AID 743398, 2014; in the data active means activation above about 30%, passing the limit was not always enough; inconclusive means no clear call, values can overlap the other calls;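 further: 0% = neutral control wells and 100% = positive control wells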
Pemphigus Ab inh – inhibitors of pemphigus antibody binding to DSG3, primary screen, biochemical, bead-based, flow cytometry, scFv-GFP | binding (percent of control), % at 10 µM | DSG3-coupled beads, scFv-anti-DSG3-GFP binding; active compounds read low | Desmoglein-3 (Homo sapiens), P32926 | 310,000 compounds, 0.48% hits | AID 588358, 2011;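 active means binding more than 3 SD below its plate's average and above zero; inconclusive means below that plate limit but binding exactly zero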;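 further: hits lower antibody fragment binding to DSG3; some compounds called inactive have numbers as strong as hits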
Target sequence (P32926 whole entry, looked up, the tested form may be a part): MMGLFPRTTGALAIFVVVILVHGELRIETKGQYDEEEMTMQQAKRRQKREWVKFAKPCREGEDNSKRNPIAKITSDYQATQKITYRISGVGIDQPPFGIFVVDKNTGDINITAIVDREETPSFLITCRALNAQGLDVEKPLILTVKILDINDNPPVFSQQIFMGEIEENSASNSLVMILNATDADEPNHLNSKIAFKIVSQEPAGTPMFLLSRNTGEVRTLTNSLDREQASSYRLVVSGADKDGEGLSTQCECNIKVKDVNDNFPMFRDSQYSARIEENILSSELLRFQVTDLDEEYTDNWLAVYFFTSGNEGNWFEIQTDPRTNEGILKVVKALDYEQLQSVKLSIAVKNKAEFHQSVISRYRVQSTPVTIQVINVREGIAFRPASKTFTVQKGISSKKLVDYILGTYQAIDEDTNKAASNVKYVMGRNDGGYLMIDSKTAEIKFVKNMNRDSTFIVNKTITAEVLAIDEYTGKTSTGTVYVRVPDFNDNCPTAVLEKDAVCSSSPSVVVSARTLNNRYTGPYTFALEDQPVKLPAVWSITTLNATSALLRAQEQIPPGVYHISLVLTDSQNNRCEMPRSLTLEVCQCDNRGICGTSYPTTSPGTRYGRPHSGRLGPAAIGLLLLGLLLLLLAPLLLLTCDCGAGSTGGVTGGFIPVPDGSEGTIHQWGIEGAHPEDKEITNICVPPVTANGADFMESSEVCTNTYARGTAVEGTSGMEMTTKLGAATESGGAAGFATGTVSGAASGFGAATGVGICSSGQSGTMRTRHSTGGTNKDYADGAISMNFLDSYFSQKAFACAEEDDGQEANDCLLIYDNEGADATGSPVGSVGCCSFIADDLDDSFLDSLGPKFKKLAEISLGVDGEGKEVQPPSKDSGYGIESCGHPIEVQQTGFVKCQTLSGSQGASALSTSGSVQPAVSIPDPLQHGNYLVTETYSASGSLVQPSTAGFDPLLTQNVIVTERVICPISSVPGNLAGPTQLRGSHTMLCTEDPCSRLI
RTF Ca sens inh – cardiac RTF calcium sensitivity inhibitors, primary screen, biochemical, IANBD-TnC fluorescence, EC70 calcium. Troponin I, cardiac muscle (Homo sapiens) + Troponin T, cardiac muscle (Homo sapiens) + …. inhibition, % at 7.15 µM. IANBD-labeled cardiac RTF, Ca2+ fluorescence. AID 493244, 2011. 340,000 compounds, 0.12% hits;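 active means inhibition above the mean inhibition of all tested compounds plus 3 SD, cut at about 17% in these data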;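 further: assay run at fixed EC70 calcium of 1.6 mM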
Keap1 Nrf2 FP – Keap1-Nrf2 protein-protein interaction inhibitors, primary screen, biochemical, fluorescence polarization, single point | Kelch-like ECH-associated protein 1 (Homo sapiens), Q14145 | Keap1 Kelch-Nrf2 peptide fluorescence polarization, 1536-well | inhibition, % at 9.4 µM | 340,000 compounds, 0.15% hits; in the data active means inhibition above about 12%; inconclusive means no clear call, values can overlap the other calls; inactive means below about 7.3%;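 further: human Keap1 Kelch domain with fluorescein labeled Nrf2 9mer peptide probe; 0% = neutral control wells and 100% = peptide positive control; higher means more block of Keap1 binding to Nrf2 peptide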
OPRM1-OPRD1 ag – agonists of OPRM1-OPRD1 heterodimerization, primary screen, cell-based, luminescence. 340,000 compounds, 0.3% hits. cells. activation, % at 9.3 µM; in the data active means activation above about 18%;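 further: 0% = vehicle-treated cells and 100% = reference agonist; values of inactives mirror those of a sister screen read the other way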
cardiac RTF act – cardiac RTF calcium sensitivity activators, primary screen, biochemical, IANBD-TnC fluorescence, EC20 calcium; 340,000 compounds, 0.24% hits; AID 493008, 2010; IANBD-labeled TnC RTF fluorescence at EC20 calcium; 0% EC20 calcium, 100% full calcium; activation, % at 7.2 µM;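 active means activation above the mean over all tested compounds plus 3 SD, cut at about 30% in these data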;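 further: rise in fluorescence read as greater calcium sensitivity of cardiac thin filaments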
V-ATPase pH – regulators of yeast V-ATPase proton pumping, primary screen, pHLuorin cytosolic pH fluorescence | AID 504577, 2011 | S. cerevisiae | 350,000 compounds, 0.37% hits | response, % at 10 µM; in the data active means response mostly above about 7.3%, no sharp cut-off; inactive means mostly below about 5.4%; further: actives read high; inactives centre near 0; some compounds called inactive have numbers as strong as hits; reference of the scale not given here
C-LANA FP – inhibitors of KSHV C-LANA binding to DNA, primary screen, biochemical, fluorescence polarization, FAM-LBS DNA, MBP-C-LANA, single point. Kaposi's sarcoma herpesvirus LANA C-terminal domain (residues 932-1162) DNA binding. inhibition, % at 9 µM. AID 504423, 2011. 340,000 compounds, 0.078% hits;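 active means highest replicate inhibition at or above 60% at 9 µM, even if other replicates fall short; inactive means all replicates below 60% inhibition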;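 further: 0% = neutral control wells and 100% = 4 µM acridine orange control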
* = called active by the depositor; ? = inconclusive; / = no result given; & = joins results of further samples.

SMILES | Arr AP2 block | OPRM1-OPRD1 inv | Wnt bcat act | Pemphigus Ab inh | RTF Ca sens inh | Keap1 Nrf2 FP | OPRM1-OPRD1 ag | cardiac RTF act | V-ATPase pH | C-LANA FP
Cc1cc(Cl)ccc1OCC(=O)N1CCN(C)CC1 | -4 | 20 | / | 109 | -7 | -4 | -3.7 | 1 | -2 | -2.5
COc1cc2c(cc1OC)C(C(=O)NCCC(C)C)C1CCCCN1C2=O (stereo unspecified) | 35 | 15 | -2 | 116 | 6 | 0 | -2.8 | 9 | 0 | 1.3
COc1ccc(-n2c(/C=C3/C(=O)Nc4ccccc43)nc3ccccc3c2=O)cc1 | 30 | 6 | -14 | 96 | 6 | 0 | -1.1 | -1 | 0 | -0.5
O=C(Cc1cc(=O)oc2cc(O)ccc12)NN=Cc1ccc(N(CCCl)CCCl)cc1 | 10 | 9 | 5 | 126 | 2 | -9 | -1.9 | 0 | -1 | 0.4
Cc1c2cnn(CC(=O)N3CCC4(CC3)OCCO4)c(=O)c2c(C)n1Cc1ccccc1Cl | 3 | 11 | 6 | 103 | -7 | 3 | -2.1 | 2 | -1 | 0.1
Cc1ccc2c(C)c3ccc4ccccc4c3c[n+]2c1 | -6 | 11 | -5 | 90 | -11 | 1 | -2.2 | 1 | -5 | -7.3
COc1cc2[nH]c(C(=O)N3CCC4(CC3)OCCO4)cc2c(OC)c1OC | 7 | 10 | -1 | 106 | -3 | -6 | -1.9 | 0 | 0 | -0.3
C[C@@]12N[C@@H](Cc3ccccc31)c1ccccc12 | 8&-5 | -13&1 | 0&2 | 106&99 | -3&5 | -4&-1 | 2.5&-0.1 | 0&1 | -2&4 | 0.0&-2.2
O=C(/C=C/c1ccccc1)NCCc1cnc[nH]1 | -14 | 18 | -2 | 98 | -4 | -3 | -3.5 | -9 | 0 | 0.7
COC(=O)CN1C(=O)CN=C(c2ccccc2Cl)c2cc(Br)ccc21 | 42 | / | 1 | 104 | / | / | / | / | 0 | /
COC1=CC=C2[C@H]3Cc4ccc(OC)c5c4[C@@]2(CCN3C)[C@H]1O5 | 15 | 5 | 1 | 111 | -13 | -7 | -1.1 | -4 | 1 | -1.2
O=C1NC(=O)N(c2ccc3c(c2)OCO3)C(=O)/C1=C/c1ccc(N2CCCCC2)o1 | 7 | 16 | / | 138 | -81 | -95 | -3.0 | 78* | -1 | -38
C=CCOC(=O)C1=C(C)OC(N)=C(C#N)C12C(=O)N(CN1CCOCC1)c1ccccc12 (stereo unspecified) | 0 | -4 | / | 99 | -4 | -1 | 0.8 | 0 | -3 | -0.2
Cc1cc(OC(C)C(=O)NCC(O)c2ccccc2)c2c3c(c(=O)oc2c1)CCCC3 (stereo unspecified) | -7 | 9 | -2 | / | 2 | -1 | -1.8 | -9 | -2 | -1.3
COc1ccc(O)c2c(=O)c3c(OC)cc4c(c3oc12)C1C=COC1O4 (stereo unspecified) | -1 | 7 | -1 | 101 | -1 | -1 | -1.4 | -1 | 2 | 0.9
COc1ccc(C(=O)N2CCC3(CC2)OCCO3)cc1 | 6 | 8 | 1 | 104 | -1 | -5 | -1.6 | 1 | -4 | -1.2
COc1ccc(OC)c(/C=N/OC(=O)Nc2ccc(Cl)cc2)c1 | 0 | 8 | 1 | 99 | -5 | 3 | -1.5 | 2 | 3 | -0.5
CC=C(C)C(=O)OC1CCN2CC=C(COC(=O)C(O)(C(C)OC)C(C)(C)O)C12 (stereo unspecified) | 26 | 7 | 1 | 108 | 3 | -3 | -1.4 | 1 | -3 | 0.1
O=C(CN1CC=C(c2ccccc2)CC1)Nc1cc(Cl)ccc1Cl | 3 | -6 | -1 | 117 | -18 | -12 | 1.2 | 8 | 0 | -2.6
CN(C(=O)CNC(=O)OCc1ccccc1)c1ccc(Br)cc1C(=O)c1ccccc1Cl | 4 | -11 | -8 | / | -25 | -3 | 2.2 | 2 | -3 | -0.1
CS(=O)(=O)N1Cc2ccccc2-n2nncc2C1 | -6 | 13 | 0 | 100 | 1 | -4 | -2.7 | -5 | -3 | 0.7
CCOC(=O)c1c(C)n(CCN2CCN(C)CC2)c2ccc(OC)cc12 | -4 | 12 | -5 | 103 | -3 | -3 | -2.3 | 3 | 2 | -0.6
CC(c1ccccc1)[n+]1ccccc1 (stereo unspecified) | 10 | 11 | -5 | 101 | -1 | -4 | -1.9 | 1 | 0 | 1.4
Cc1ccc(CN2CCCC(C(=O)c3ccc4c(c3)OCO4)C2)cc1C (stereo unspecified) | -5 | -25 | -19 | 96 | -4 | -7 | 4.8 | 3 | -2 | -1.0
O=C(N/N=C/c1c(O)n(CCc2ccccc2)c(=O)[nH]c1=O)c1ccccc1O | 12 | 4 | -1 | 91 | 9 | -7 | -0.7 | -2 | -3 | -1.7
SMILES | Arr AP2 block | OPRM1-OPRD1 inv | Wnt bcat act | Pemphigus Ab inh | RTF Ca sens inh | Keap1 Nrf2 FP | OPRM1-OPRD1 ag | cardiac RTF act | V-ATPase pH | C-LANA FP
COc1cccc(CNCCc2c[nH]c3ccccc23)c1OC | 20 | -6 | 1 | / | -10 | -1 | 1.4 | 8 | -1 | 2.1
O=C1CN=C(c2cccc(Br)c2)c2cc(Br)ccc2N1 | 29 | -4 | 4 | 99 | 3 | -1 | 0.8 | -3 | -4 | -1.5
CN1C(=O)c2ccccc2Sc2ccc(C(=O)N3CCC4(CC3)OCCO4)cc21 | 2 | 12 | / | 103 | -6 | -1 | -2.2 | 7 | -2 | 1.8
CNC(=O)c1cccn(Cc2cccc(C(F)(F)F)c2)c1=O | 10 | 6 | 1 | 97 | 4 | 0 | -1.1 | 1 | -7 | 0.8
CCC1(OC(=O)c2ccccc2)CC(C)N(C)CC1C (stereo unspecified) | 36 | 11 | -1 | 114 | 4 | 3 | -2.3 | -3 | -1 | 1.4
CC(=O)c1ccc(OC(NC(=O)c2ccco2)C(Cl)(Cl)Cl)cc1 (stereo unspecified) | 5 | 2 | -2 | 98 | -5 | -1 | -0.3 | 7 | -1 | -0.4
O=c1ccc2cc3ccoc3c(O)c2o1 | 4 | 14 | -1 | 104 | 1 | -4 | -2.5 | 7 | 0 | -0.3
CCCCn1c(=O)c(C(=O)Nc2ccccc2F)c(O)c2ccccc21 | 9 | 6 | 10 | 98 | -10 | -2 | -1.4 | -9 | 0 | 8.8
COc1ccc2c(c1OC)C(=O)O[C@@H]2[C@H]1c2cc3c(cc2CCN1C)OCO3 | 7 | 9 | -3 | 103 | 5 | 0 | -1.6 | 5 | -3 | -0.1
c1cncc(CNC2CCCC2)c1 | 6 | 11 | 0 | 102 | -4 | 1 | -2.2 | -5 | -1 | 1.3
O=c1[nH]c(=S)n(Cc2ccc(F)cc2)c(O)c1/C=N/N1CCCCCC1 | 9 | 2 | -7 | 93 | -18 | -3 | -0.3 | 4 | 1 | 0.3
COP(=O)(OC)C1(Nc2ccc(C)cc2)CCCCC1 | -2 | 3 | 0 | / | -11 | ? | -0.5 | -1 | 6 | 0.1
CCOc1cc2c(cc1OCC)-n1cccc1C(c1ccc(OC)cc1)NC2 (stereo unspecified) | 37 | 8 | 2 | 91 | 0 | -1 | -1.5 | 2 | -2 | 0.0
CCOC(=O)c1ccc(N=C(C)c2c(O)[nH]c(=O)[nH]c2=O)cc1 | 8 | 8 | 5 | 100 | -5 | -7 | -1.6 | 1 | 3 | 1.0
c1cncc(CNCCc2ccc3c(c2)OCO3)c1 | -8 | 9 | 0 | 111 | -6 | -3 | -1.7 | 1 | 4 | 1.3
COc1cc(/C=C/c2nc3ccccc3c(=O)n2-c2cccc(O)c2)ccc1O | 32 | 13 | 10 | 96 | -7 | 2 | -2.7 | -1 | -2 | -8.7
CC(C)(C)NCC(O)c1cc(Cl)c(N)c(Cl)c1 (stereo unspecified) | 4 | -5 | -4 | / | 2 | -2 | 0.9 | -3 | -2 | 0.2
CCS(=O)(=O)N1CCC(C(=O)N2CCC3(CC2)OCCO3)CC1 | 0 | 3 | -1 | 104 | -3 | -2 | -0.4 | -13 | -2 | -0.3
COc1ccc(Cc2nccc3cc(OC)c(OC)cc23)cc1OC | -2 | -7 | -4&0 | 113 | 11 | -2 | 1.3 | 3 | -4 | 0.7
O=C(c1cc(Br)ccc1Cl)N1CCC2(CC1)OCCO2 | 4 | -14 | / | 111 | 4 | -10 | 2.7 | -8 | -2 | -0.3

Compounds from the list above that contain an NH in an aromatic ring:
SMILES | Arr AP2 block | OPRM1-OPRD1 inv | Wnt bcat act | Pemphigus Ab inh | RTF Ca sens inh | Keap1 Nrf2 FP | OPRM1-OPRD1 ag | cardiac RTF act | V-ATPase pH | C-LANA FP
COc1cc2[nH]c(C(=O)N3CCC4(CC3)OCCO4)cc2c(OC)c1OC | 7 | 10 | -1 | 106 | -3 | -6 | -1.9 | 0 | 0 | -0.3
O=C(/C=C/c1ccccc1)NCCc1cnc[nH]1 | -14 | 18 | -2 | 98 | -4 | -3 | -3.5 | -9 | 0 | 0.7
O=C(N/N=C/c1c(O)n(CCc2ccccc2)c(=O)[nH]c1=O)c1ccccc1O | 12 | 4 | -1 | 91 | 9 | -7 | -0.7 | -2 | -3 | -1.7
COc1cccc(CNCCc2c[nH]c3ccccc23)c1OC | 20 | -6 | 1 | / | -10 | -1 | 1.4 | 8 | -1 | 2.1
O=c1[nH]c(=S)n(Cc2ccc(F)cc2)c(O)c1/C=N/N1CCCCCC1 | 9 | 2 | -7 | 93 | -18 | -3 | -0.3 | 4 | 1 | 0.3
CCOC(=O)c1ccc(N=C(C)c2c(O)[nH]c(=O)[nH]c2=O)cc1 | 8 | 8 | 5 | 100 | -5 | -7 | -1.6 | 1 | 3 | 1.0

High-throughput results from PubChem BioAssay.

This is a subset. The share of hits here may be higher or lower than overall.
